Bioassay records deposited in PubChem by several laboratories.
KOR beta-arrestin-1: KOR agonists, beta-arrestin recruitment, primary screen, cell-based, luminescence, uHTS (AID 1777) | KOR beta-arrestin recruitment, luminescence; higher % means a stronger effect | 280,000 tested, 0.02% active | one-dose activation, % at 10 µM; EC50 in µM for titrated hits; in the data active = activation above about 50%, passing the limit was not always enough; note: a part of the inactive calls stands beside numbers as strong as those of hits
KOR beta-arrestin-2: kappa opioid receptor blockers – cell-based, luminescence, uHTS (AID 1778) | inhibition, % at 10 µM; hits with a dose series show IC50 in µM | KOR beta-arrestin recruitment, luminescence, antagonist mode; higher % means a stronger effect | 290,000 tested, 0.091% active; note: strong numbers were not always called active
GPR55 beta-arrestin: selective activators of receptor GPR55 – imaging, U2OS cells, beta-arrestin-GFP redistribution, primary screen (AID 1961); U2OS GPR55 beta-arrestin-GFP redistribution imaging; higher % means a stronger effect; one-dose activation, % at 10 µM; EC50 in µM for titrated hits; 290,000 tested, 0.048% active;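 active = activation above 40% with more than 50 cells counted in the well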;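 note: U2OS osteosarcoma cells stably expressing GPR55 and beta-arrestin-GFP; plate controls were DMSO negative control for no effect and LPI positive control for full effect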
GPR55 LPI antagonism: inhibition of LPI-stimulated GPR55 beta-arrestin translocation – imaging, U2OS, beta-arrestin-GFP, LPI agonist, primary screen (AID 2013) | U2OS GPR55 beta-arrestin-GFP translocation imaging, LPI antagonism; higher % means a stronger effect | inhibition, % at 10 µM; hits with a dose series show IC50 in µM | 290,000 tested, 0.13% active;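 active = spots per cell inhibited over 60%, with over 100 cells counted and total cytoplasm intensity under 500,000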;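 note: U2OS cells stably carrying GPR55 and arrestin-GFP stimulated by 5 µM LPI near EC80; imaged beta-arrestin-GFP aggregate spots per cell after agonist stimulation; plate controls were LPI-stimulated DMSO wells for no effect and DMSO wells without LPI for full effect; some results filed as inactive read as strong as hits; confirmed hits need IC50 under 10 µM and bright autofluorescent wells are also inconclusive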
SV40 large T antigen: SV40 large T antigen inhibitors, biochemical (AID 1903) | SV40 large T antigen ATPase/helicase inhibition assay; higher % means a stronger effect | inhibition, % at 20 µM; hits with a dose series show IC50 in µM | 310,000 tested, 0.39% active; in the data active = a potency from the dose series; note: strong numbers were not always called active
HEK293 NOD2/NF-kB: NOD2 signaling inhibitors, cell-based, luminescence, uHTS, HEK293 (AID 1566); HEK293 NOD2/NF-kB luciferase reporter, luminescence; higher % means a stronger effect; one-dose inhibition, % at 4 µM; EC50 in µM for titrated hits; 290,000 tested, 0.63% active; note: many of its hits are not listed in these tables
HIV peptide binding: cell-free HIV fusion peptide-binding blockers – biochemical, uHTS, fluorescence dequenching, primary screen (AID 1986) | 290,000 tested, 0.3% active | cell-free peptide binding, fluorescence dequenching, 30 min; higher % means a stronger effect | inhibition, % at 20 µM, or IC50 in µM where a hit was titrated; in the data active = inhibition mostly above about 52%, no sharp cut-off; inactive = mostly below about 76%; note: some results filed as inactive read as strong as hits
NOD1 NF-kB reporter: inhibition of NOD1-driven NF-kB reporter – cell-based, luminescence, uHTS, primary screen (AID 1578); 290,000 tested, 1% active; NOD1-driven NF-kB luciferase reporter cells, luminescence; higher % means a stronger effect; inhibition, % at 4 µM, or EC50 in µM where a hit was titrated; in the data active = inhibition mostly above about 36%, no sharp cut-off; inactive = mostly below about 34%;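 note: HEK-293T reporter cells stimulated with the NOD1 agonist gamma-tri-DAP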
MgcRacGAP inhibition: MgcRacGAP GTPase-activating activity inhibitors, confirmation, biochemical, ADP Hunter fluorescence; MgcRacGAP-stimulated Rac1 GTP hydrolysis, ADP Hunter fluorescence; higher % means a stronger effect; GST-tagged Rac1 F28L mutant substrate; inhibition, % at 30 µM, or IC50 in µM where a hit was titrated; 340,000 tested, 0.6% active;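 active = first-screen hits whose inhibition reached a set limit at any dose in the follow-up dose series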;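 note: fluorescence reports GDP produced by GAP-driven GTP hydrolysis; strong numbers were not always called active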
* = called active by the depositor; . = no result given; [ ] = remark or other dose. Cut-off read from the data, not from the text of the source, unless noted: active = inhibition above about 50%; inactive = the rest.

SMILES	KOR beta-arrestin-1	KOR beta-arrestin-2	GPR55 beta-arrestin	GPR55 LPI antagonism	SV40 large T antigen	HEK293 NOD2/NF-kB	HIV peptide binding	NOD1 NF-kB reporter	MgcRacGAP inhibition
O=C1CSC(c2cccnc2)N1Cc1ccc(Cl)cc1Cl (stereo not drawn)	-3.4%	16.1%	-0.4%	0.1%	7.1%	5.0%	-0.6%	-6.8%	-2.3%
O=C(CN1C(=O)NC2(CCCCCC2)C1=O)NCc1ccco1	-0.9%	9.3%	-0.3%	4.9%	5.7%	22.5%	-2.2%	.	0.7%
COc1ccc(C(=O)NN/C(=N/S(=O)(=O)c2ccc(C)cc2)c2ccccc2)cc1	-1.7%	6.1%	-0.1%	4.8%	9.6%	-122.9%	-0.1%	-0.7%	9.5%
O=C(Nc1ccccc1)c1ccc(C(=O)Nc2ccccc2)nc1	-15.2%	-51.1%[20 µM]	-0.1%	16.9%	2.6%	-32.5%	3.1%	-21.7%	1.4%
CCN(CC)C(=O)c1c(C)nc2ccccn12	-3.0%	-37.3%	0.1%	10.5%	-1.3%	-9.7%	-0.9%	14.6%	4.6%
COc1ccc(CCC(=O)NNC(=S)NCc2ccc(F)cc2)cc1	-6.9%	26.8%[20 µM]	-0.1%	6.4%	1.5%	3.3%	-1.9%	-20.9%	2.7%
Cc1ccc([C@@H]2[C@@H]3C(=O)N(c4ccccc4)C(=O)[C@@H]3[C@]3(C)C(=O)N(CC4CC4)CC(=O)N23)o1	.	-17.9%[20 µM]	0.2%	0.4%	8.3%	8.8%	3.7%	26.6%	5.8%
O=C1Nc2ccccc2C1=Nc1ccc(Br)cc1	.	-8.3%[20 µM]	0.8%	-12.3%	4.6%	-132.8%	-3.1%	-10.8%	12.9%
CCCSc1nnc(Cn2c(=O)sc3ccccc32)n1-c1ccccc1	5.3%	-29.1%	-0.2%	-4.9%	-1.5%	11.1%	-2.3%	2.2%	3.8%
O=C(N/N=C\c1cccc(F)c1)c1ccc(Cn2cc(Br)c([N+](=O)[O-])n2)o1	-6.9%	-7.6%	0.1%	7.3%	-0.4%	-44.2%	0.2%	-24.0%	13.7%
CC(C)C[C@@H]1NC(=O)[C@H](Cc2ccc(O)cc2)NC(=O)c2cc([N+](=O)[O-])cc(I)c2NCCC[C@@H](C(N)=O)NC1=O	-1.7%	-23.9%	-0.3%	5.5%	8.4%	9.0%	2.5%	-18.5%	11.3%
CCOC(=O)N1CCN(C(=O)CN(c2cc(C(F)(F)F)ccc2Cl)S(C)(=O)=O)CC1	-4.1%	-6.0%	-0.2%	6.5%	-0.3%	12.7%	-2.7%	0.5%	2.3%
Cc1cc(C)n(CC(O)Cn2c3ccccc3c3ccccc32)n1 (stereo not drawn)	-1.3%	-23.8%	-0.2%	0.5%	-2.8%	10.7%	-1.9%	-4.1%	-4.4%
Cc1oc(-c2ccc(Cl)cc2)nc1CN1CCCC(C(=O)NC2CC2)C1 (stereo not drawn)	-4.6%	4.7%	-0.2%	12.9%	.	17.6%	1.9%	-26.0%	0.3%
COc1ccccc1-c1ccc(SCc2ccccc2F)nn1	-2.1%	-7.0%	0.5%	10.5%	10.9%	-48.8%	-1.4%	-55.1%	9.1%
Cc1ccc[n+](CC(=O)Nc2ccc(C)c(C)c2)c1	7.9%	3.7%	0.8%	7.5%	7.6%	-1.2%	1.0%	-45.5%	-1.7%
CCC(CO)NCc1cc(OC)c(OCC(=O)NCCc2ccccc2)cc1Br (stereo not drawn)	7.1%	-19.0%	0.7%	8.3%	12.7%	-23.5%	2.8%	-10.6%	7.0%
COCCNC(=O)CN(c1cc(Cl)ccc1OC)S(C)(=O)=O	-4.5%	14.5%	0.0%	12.6%	-2.7%	0.4%	-0.1%	-20.3%	18.3%
COc1ccccc1Nc1nc(N)nc(CSc2nncn2C)n1	-0.2%	4.1%	-0.1%	10.1%	1.6%	3.2%	-0.5%	-17.2%	5.1%
COc1cccc(C(=O)Nc2ccc(C(=O)c3ccccc3)cc2)c1	-1.4%	20.0%[20 µM]	-0.2%	-17.4%	-0.6%	8.7%	0.7%	-24.1%	0.1%

Random excerpt: 4 compounds from above, in no set order.
SMILES	KOR beta-arrestin-1	KOR beta-arrestin-2	GPR55 beta-arrestin	GPR55 LPI antagonism	SV40 large T antigen	HEK293 NOD2/NF-kB	HIV peptide binding	NOD1 NF-kB reporter	MgcRacGAP inhibition
COc1ccc(C(=O)NN/C(=N/S(=O)(=O)c2ccc(C)cc2)c2ccccc2)cc1	-1.7%	6.1%	-0.1%	4.8%	9.6%	-122.9%	-0.1%	-0.7%	9.5%
COc1ccccc1Nc1nc(N)nc(CSc2nncn2C)n1	-0.2%	4.1%	-0.1%	10.1%	1.6%	3.2%	-0.5%	-17.2%	5.1%
COc1cccc(C(=O)Nc2ccc(C(=O)c3ccccc3)cc2)c1	-1.4%	20.0%[20 µM]	-0.2%	-17.4%	-0.6%	8.7%	0.7%	-24.1%	0.1%
O=C(N/N=C\c1cccc(F)c1)c1ccc(Cn2cc(Br)c([N+](=O)[O-])n2)o1	-6.9%	-7.6%	0.1%	7.3%	-0.4%	-44.2%	0.2%	-24.0%	13.7%

Following part:
SMILES	KOR beta-arrestin-1	KOR beta-arrestin-2	GPR55 beta-arrestin	GPR55 LPI antagonism	SV40 large T antigen	HEK293 NOD2/NF-kB	HIV peptide binding	NOD1 NF-kB reporter	MgcRacGAP inhibition
CCOCc1nc(C)c(Cl)c(NS(=O)(=O)c2ccc(N)cc2)n1	-3.1%	3.6%	-0.2%	13.6%	1.1%	9.6%	0.2%	-10.3%	-1.7%
O=C(N/N=C/c1ccc(Br)s1)c1cccnc1	.	3.5%[20 µM]	-0.1%	-7.5%	3.9%	-12.4%	-2.3%	-22.8%	2.8%
CCOC(Cn1cc(C)c(=O)[nH]c1=O)OCC	-0.5%	-46.5%	0.0%	2.7%	6.3%	3.0%	-0.1%	-18.6%	2.4%
CCCCOc1ccc(OCCNC(=O)C2CCCN2C(=O)Nc2ccccc2)cc1 (stereo not drawn)	0.4%	-20.1%	.	-0.7%	0.9%	-4.7%	-0.1%	-27.9%	2.5%
CC(C)C(=O)c1cn(CC(=O)NCc2ccco2)c2ccccc12	-2.6%	12.6%	0.3%	3.9%	16.4%	-13.7%	-0.5%	-47.9%	3.3%
COc1ccc(CN2CCSCC2)c(C)c1C	-0.1%	-2.3%[20 µM]	-0.1%	4.4%	7.2%	0.0%	-1.1%	-50.4%	28.3%
CCOc1ccccc1N(C)C(=O)Cn1ncc2c([nH]c3ccc(C)cc32)c1=O	-7.4%	1.8%	0.4%	-6.1%	2.6%	7.9%	-1.4%	11.7%	-0.7%
O=S(=O)(N1CCCCCC1)N1CCNCC1	-2.6%	16.2%	-0.2%	-8.2%	13.1%	-0.1%	-1.4%	-21.0%	8.3%
COc1ccc(NC(=O)C23CC4CC(C2)CC(c2ccccc2)(C4)C3)c(OC)c1	-2.7%	9.9%	0.4%	4.5%	-3.3%	2.4%	0.3%	29.9%	7.4%
O=C(NC12CC3CC(CC(C3)C1)C2)C12CC3CC(C1)CC(n1cnc(Cl)n1)(C3)C2	1.0%	-12.4%	0.3%	21.0%	6.6%	18.6%	-0.7%	-6.3%	5.7%
O=C(O)C1=C[C@H](c2ccccc2)C[C@H](OCc2ccc(CO)cc2)O1	0.5%	-14.1%	-0.2%	8.3%	3.2%	8.7%	4.2%	-7.9%	-5.2%
Cc1ccc(C2(c3noc(CN4CCC(C(=O)N5CCOCC5)CC4)n3)CCCC2)cc1	-1.2%	-9.7%[20 µM]	0.5%	4.8%	10.9%	18.1%	0.2%	-19.4%	9.4%
CCN(c1ccccc1)S(=O)(=O)c1ccc2c(c1)CCCN2C(C)=O	-2.0%	-29.1%	0.5%	-11.4%	19.6%	16.6%	-0.7%	-36.5%	-6.3%
Cc1ccc(C(=O)COC(=O)c2ccco2)cc1C	2.0%	18.1%	-0.2%	18.9%	6.5%	-3.4%	-1.3%	-16.2%	3.8%
Cc1ccc(NC(=S)NCc2ccc3c(c2)OCO3)c(C)c1	-0.5%	0.1%	-0.3%	-1.5%	17.8%	-6.1%	-1.8%	-0.8%	3.2%
COc1ccc(CNC(=O)CN(Cc2ccccc2F)C(=O)c2csnn2)cc1	4.1%	-18.0%	0.0%	-3.4%	-3.1%	11.0%	-0.4%	-21.9%	4.8%
Cc1ccc(S(=O)(=O)N(C)C)cc1NC(=S)NC1CCCC(C)C1C (stereo not drawn)	3.3%	-0.3%	0.1%	-4.8%	5.5%	-12.4%	0.5%	-24.0%	6.1%
O=C(CSc1nc(-c2ccccc2)cc(=O)[nH]1)Nc1ccccn1	0.4%	-41.1%	0.3%	-14.6%	1.7%	3.4%	0.4%	32.2%	7.4%
CC(=O)Nc1nc(N)n(-c2ccccc2)n1	-4.3%	-11.8%	0.4%	-2.5%	-3.2%	-6.7%	0.4%	10.3%	4.0%
CN(C)CCCOC(=O)c1ccc(Cl)cc1Cl	-7.4%	29.5%	-0.4%	7.0%	1.4%	-16.9%	0.6%	-15.9%	9.7%
COc1ccccc1C(=O)NCCCn1cc(Br)c(C)n1	-3.2%	36.2%	-0.1%	2.5%	-0.2%	0.7%	1.4%	-18.5%	-6.5%
COc1ccc(NC(=O)c2sc(SCc3ccccc3)nc2N)cc1	-2.7%	13.9%	-0.2%	0.1%	1.4%	-21.8%	-2.1%	-33.8%	2.5%
N/C(=N\OC(=O)COc1ccc2ccccc2c1)c1ccncc1	-4.6%	13.7%	0.3%	11.4%	3.4%	11.2%	-0.4%	-6.3%	7.7%
Cc1ccc(C(C(=O)NC2CCCC2)N2CCc3ccccc32)cc1 (stereo not drawn)	9.7%	-12.7%	0.7%	19.2%	0.6%	7.5%	-0.9%	-4.6%	-11.9%

The list is partial; count on the stated rates, not on these rows.
